# Screening results: PubChem, National Center for Advancing Translational Sciences (NCATS)
# EPAC1 antagonist: antagonists of human EPAC1. O95398. EPAC1 GEF assay, Rap1b-BODIPY-GDP exchange fluorescence. Potency, µM (top dose mostly 115 µM), inactives show at the highest dose activity change, negative = inhibition, actives largely listed as inhibitors. 360,000 compounds, 0.14% hits. AID 720709;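 further: potency means the concentration at half of the fitted maximal effect; plate controls were vehicle for no effect and positive control for full effect; nearly all actives have a fitted effect of over 50% in size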
# PI5P4Ka inh: blocks human PI5P4K alpha kinase activity; 330,000 compounds, 1.2% hits; PI5P4Kalpha enzyme, ADP-Glo luminescence, 60 min; stronger effect = lower value; P48426; max response, %; active means max response of -50% or lower; inconclusive means between -30% and -50%; inactive means -30% or higher; further: value at the top dose of about 77 µM; on the % scale 0 is the no-effect control and ±100 the full control effect
#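 ADP-Glo luminescence end-point after a 60 min room-temperature kinase reaction. PI5P4Kalpha and substrate in HEPES pH 7.4 buffer with EGTA, 0.1% CHAPS and 5% DMSO; ATP at 5 microM final.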
# WRN helicase inh: blocks human WRN helicase. WRN helicase unwinding, fluorescent forked duplex, kinetic. Potency, µM (series often up to 114 µM), inactives show at the top dose activity change, negative = inhibition, actives largely listed as inhibitors. 360,000 compounds, 0.46% hits; further: potency means the concentration at half of the fitted maximal effect; on the % scale 0 is the no-effect control and ±100 the full control effect; nearly all actives have a fitted effect of over 55% in size
#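 Fluorescence dequenching readout, ex 525 nm/em 598 nm, kinetic mode: forked duplex DNA (100 nM final) with adjacent fluorophore and quencher unwound by WRN (20 nM final) with 2 mM ATP. Compound preincubation 15 min, room temperature.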
# MmCpn inh: M. maripaludis TRiC chaperonin inhibition | Potency, µM (highest dose often 76.9 µM), inactives show top-dose activity, negative = inhibition, hits mostly inhibitors | AID 504842 | 330,000 compounds, 0.031% hits | purified Mm-Cpn ATPase, ADP Transcreener TR-FRET; further: potency means the concentration at half of the fitted maximal effect; on the % scale 0 is the no-effect control and ±100 the full control effect; nearly all actives have a fitted effect of over 80% in size
#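 Eu-cryptate anti-ADP/ADP-d2 competition gives a ratio inversely related to ADP. Enzyme at 25 nM was pre-exposed to compound for 10 min, then given 10 uM ATP for 30 min, 37°C throughout.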
# CCT chaperon mod: cytosolic chaperonin activity modulation; purified chaperonin ATPase assay, HTRF ADP detection, 30 min; activity change, % (test concentration not listed), hits read low; 360,000 compounds, 0.3% hits; in the data active means activity change below about -30%; further: on the % scale 0 is the no-effect control and ±100 the full control effect
#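 Nucleotide hydrolysis assay: TRiC at 20–40 nM final (set by batch activity) with 10 uM ATP, 30 min at 37 °C, in presence of 76 uM compound. Detection by competitive ADP HTRF, 30 min ambient.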
# EPAC2 antagonist: EPAC2 (human) antagonism | Potency, µM (doses to about 114 µM), for the others: at the highest dose activity, negative = inhibition, usual class: inhibitors | EPAC2 GEF exchange of Rap1B-BODIPY-GDP, fluorescence | 360,000 compounds, 0.18% hits | Q8WZA2; further: potency means the concentration at half of the fitted maximal effect; on the % scale 0 is the no-effect control and ±100 the full control effect; nearly all actives have a fitted effect of over 45% in size; many of its hits are not listed in these tables
# Target sequence (Q8WZA2 whole entry, looked up): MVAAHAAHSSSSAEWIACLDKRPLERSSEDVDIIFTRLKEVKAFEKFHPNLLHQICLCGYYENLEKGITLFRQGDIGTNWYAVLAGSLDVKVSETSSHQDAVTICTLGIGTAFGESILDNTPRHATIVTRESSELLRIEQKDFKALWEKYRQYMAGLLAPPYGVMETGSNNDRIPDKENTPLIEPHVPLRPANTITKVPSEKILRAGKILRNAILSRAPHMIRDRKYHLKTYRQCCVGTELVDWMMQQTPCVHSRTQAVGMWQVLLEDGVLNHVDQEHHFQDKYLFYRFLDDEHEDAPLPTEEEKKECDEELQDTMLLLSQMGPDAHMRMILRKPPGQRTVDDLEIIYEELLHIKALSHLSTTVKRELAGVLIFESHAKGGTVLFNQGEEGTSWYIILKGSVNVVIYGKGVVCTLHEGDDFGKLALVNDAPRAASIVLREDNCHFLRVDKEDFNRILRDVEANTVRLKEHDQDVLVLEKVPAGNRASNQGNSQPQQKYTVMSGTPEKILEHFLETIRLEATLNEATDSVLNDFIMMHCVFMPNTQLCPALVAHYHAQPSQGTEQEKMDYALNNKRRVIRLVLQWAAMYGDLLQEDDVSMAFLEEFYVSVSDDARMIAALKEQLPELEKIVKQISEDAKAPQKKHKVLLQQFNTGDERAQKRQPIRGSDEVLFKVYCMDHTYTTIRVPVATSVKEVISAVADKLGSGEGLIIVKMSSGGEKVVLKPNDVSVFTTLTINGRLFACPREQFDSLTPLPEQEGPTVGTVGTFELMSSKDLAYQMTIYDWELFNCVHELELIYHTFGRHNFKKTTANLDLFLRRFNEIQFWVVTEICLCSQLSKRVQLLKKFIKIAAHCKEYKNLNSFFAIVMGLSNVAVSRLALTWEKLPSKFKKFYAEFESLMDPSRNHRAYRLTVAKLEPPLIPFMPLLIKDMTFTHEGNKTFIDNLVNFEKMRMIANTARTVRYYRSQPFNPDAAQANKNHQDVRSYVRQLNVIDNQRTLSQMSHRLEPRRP
# PLK1 PBD block: blocks phosphopeptide binding to human PLK1 polo-box domain. P53350. Potency, µM, inactives show max response, negative = inhibition, most hits filed as inhibitors. 360,000 compounds, 2.8% hits. Plk1 PBD binding of FITC phosphopeptide, fluorescence polarization. AID 720504; further: potency means the concentration at half of the fitted maximal effect; series mostly up to about 57 µM; on the % scale 0 is the no-effect control and ±100 the full control effect; nearly all actives have a fitted effect of over 65% in size
# EPAC1 agonist: agonists of human EPAC1; O95398; EPAC1 agonist qHTS, biochemical assay; response scale: 100% = response to 6.5 mM cAMP; Potency, µM (top dose mostly 154 µM), inactives show top-dose activation, hits mostly activators; 360,000 compounds, 0.073% hits; further: potency means the concentration at half of the fitted maximal effect; nearly all actives have a fitted effect of over 60% in size
#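 Multi-concentration qHTS readout: loss of Rap1B-bound BODIPY-GDP fluorescence driven by 100 nM EPAC1 with excess GDP (50 uM), monitored kinetically at room temperature; agonist response expressed relative to 6.5 mM cAMP.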
# The depositor's hits bear a star; ? = inconclusive; / = not tested or not shown; & = joins results of further samples; [ ] = dose if it differs, or a comment. Unless noted, the call rests on the fitted dose curve; in most records, active means well fitted curve in the direction sought with a large enough effect; inconclusive means small, poorly fitted or top-dose-only effect, or another doubt; inactive means no such curve, though single readings can be large; an effect the other way counts as inactive or inconclusive. Some of the compounds tested (hit frequency here may not be typical).
SMILES,EPAC1 antagonist,PI5P4Ka inh,WRN helicase inh,MmCpn inh,CCT chaperon mod,EPAC2 antagonist,PLK1 PBD block,EPAC1 agonist
O=C(O)c1c(NC(=O)c2cccc3ccccc23)sc2c1CCC2,-13%,-18,-14%,-3%,-1.7,-3%,?,9%
CC1(C)NC(=O)N(CC(O)COc2ccc(-c3ccc(C#N)cc3)cc2)C1=O (stereo not given),7%,-3,5%,-3%,0.4,5%[57.1 µM],-6%,-9%
C[C@]1(C(=O)O)C=C[C@@H](Cc2ccccc2)N1C(=O)c1ccccc1,-18%,3,-8%,1%,1.2,2%,-9%,3%
COc1cc2c(cc1O)C(Cc1ccc(O)cc1)[N+](C)([O-])CC2 (stereo not given),0%,-3,1%,-23%,-1.2,11%,-2%,-3%
CC(C)(C)c1ccc(-c2nc(C=O)c3ccccn23)cc1,-7%,-6,0%,-1%,-2.5,1%,2%,-10%
COc1ccc(S(=O)(=O)N2CCN(Cc3ccccc3)CC2)c(C)c1,-19%,-5,0%,-1%,-2.2,-2%,-5%,2%
CCCc1nnc(NC(=O)c2cccnc2)s1,5%,0,-8%,-2%,1.7,1%,3%,3%
CC(C)CC(=O)N1CCN(Cc2cccc(Cl)c2)CC1,-15%,-4,-8%,2%,-0.5,-8%,-5%,-5%
Cc1ccc(C(=O)Nc2ccc3c4c(cccc24)CC3)cc1[N+](=O)[O-],1%,0,-15%,-2%,-2.5,-1%,-3%,0%
N#Cc1nc(COc2cccc(Cl)c2)oc1NCc1ccco1,-10%,-2,-16%,1%,-0.9,-24%,-5%,-13%
Cc1ccc(C)c2sc(NC(=O)CN3C(=O)CCC3=O)nc12,-2%,5,6%,2%,0.1,6%,-21%,-8%
CCOc1ccc(OCC)c(NC(=O)CN2CCN(c3cccc(C)c3)CC2)c1,-17%,10,-18%,0%,0.0,-20%,-18%,9%
Cc1ccc(/C=C/S(=O)(=O)NCC(=O)OCC(=O)NCc2ccccc2)cc1,-6%,3,-16%,-3%,-2.0,5%,-4%,4%
O=C(c1cc2ccccc2c(=O)o1)N1CCc2ccccc2C1,6%,6,-6%,1%,-0.4,-5%,3%,8%
COc1cccc(C(=O)NC(=S)NCc2ccco2)c1,-21%,6,-16%,1%,1.4,3%,-17%,11%
CC1C(C)N(C(=O)CCl)c2ccccc2N1C(=O)CCl (stereo not given),-11%,-5,?,/,15,10%,-19%,18%
O=[N+]([O-])c1ccccc1/C=N/n1c(-c2cccnc2)n[nH]c1=S,-17%,-3,-27%,2%,0.4,-4%,-23%,-2%
Cc1ccc(CNC(=O)CCC(=O)Nc2nnc(C3CCCCC3)s2)cc1,1%,-6,-11%,1%,-0.6,10%,6%,-2%
COC(=O)C1=C(C)NC(C)=C(C(=O)OC)C1c1ccc(-c2cccc([N+](=O)[O-])c2)o1,-13%,5,-7%,1%,-0.2,-1%,-16%,13%
Cc1ccc(C)c(S(=O)(=O)N2CCN(C(=O)[C@H](C)N3C(=O)C4CC=CCC4C3=O)CC2)c1 (stereo not given in full),9%,-6,1%,2%,0.1,0%,5%,-9%
CCCCNC(=S)N(C)N=C1CCC(c2ccccc2)CC1 (stereo not given),-6%,-7,2%,5%,-1.2,-5%,-8%,11%
CCOc1ccc(NC(=O)C2CCCN(S(=O)(=O)c3c(C)noc3C)C2)cc1 (stereo not given),-9%,3,-5%,4%,-2.7,7%,-17%,2%
CC(CC(c1ccccc1)N1CCc2ccccc2C1)=NO (stereo not given),0%,14,4%,/,0.7,?,-4%,2%
CCOC(=O)/C(C#N)=C/Nc1ccsc1C(=O)OC,-5%,4,-3%,1%,-49*,1%,-6%,5%
O=C(CCN1C(=O)C2C3C=CC(C3)C2C1=O)NCCN1CCCc2ccccc21 (stereo not given),-11%,1,-4%,-4%,0.1,14%,-5%,-2%
Cc1ccc(S(=O)(=O)NC2=C(N3CCN(Cc4ccccc4)CC3)C(=O)c3ccccc3C2=O)cc1,10%,-6,?,0%,-3.5,-4%,-3%,5%
Cc1ccc(NC(=O)Cn2c(-c3ccc(F)cc3)cnc2SCC(=O)Nc2c(C)cccc2C)cc1,7%,-5,2%,-3%,5.0,26%,-1%,2%
CNC(=O)c1c(NC(=O)C2=COCCO2)sc2c1CCC(C)C2 (stereo not given),3%,1,?,1%,-0.1,-1%,-4%,8%
CC1=C(C(=O)OC2CCCCC2)C(c2ccc(O)cc2)NC(=O)N1 (stereo not given),-23%,1,-6%,1%,-0.5,-10%,-5%,-3%
COc1ccccc1N1CCN(C(=O)/C=C/c2ccc(C)cc2)CC1,-22%,8,1%,1%,1.1,-1%,-14%,-7%
c1ccc(-c2cc(-c3cc(-c4ccccc4)on3)no2)cc1,-6%,-9,6%,/,-2.9,-3%,-6%,1%
CN(C)S(=O)(=O)c1ccc(NC(=O)CCCNC(=O)c2ccc(Cl)cc2)cc1,-10%,3,-10%[57.1 µM],1%,-4.8,-6%,-8%,-6%
C/C(CC(=O)Nc1ccc(Cl)cc1Cl)=N\NC(=O)C(=O)N1CCCC1,-2%,-8,1%,-2%,0.4,-4%,-25%,-3%
Cc1[nH]c2ccccc2c1/C=C/c1cc[n+](C)cc1,30%,-2,-21%[57.1 µM],-5%,-1.1,14%,60%[activator],22%
CCOC(=O)CN1C(=O)C2(OCCCO2)c2ccccc21,-7%,/,1%,-1%,-1.7,1%,-11%,4%
O=C(CC1CCCCC1)NCCS(=O)(=O)N1CCN(c2ccccc2)CC1,-29%,-4,-3%,0%,0.3,-7%,-2%,7%
Cc1cccc(COc2ccccc2C(=O)NC2CCC(O)CC2)c1 (stereo not given),-15%,-5,-9%,1%,-0.8,1%,3%,-6%
O=c1/c(=C/c2ccccc2)sc2nnc(-c3cccs3)n12,9%,-8,-3%,1%,0.0,5%,-9%,6%
N#Cc1cc(Nc2c(N)nc[nH]c2=O)c([N+](=O)[O-])cc1C#N,-14%,-17,-22%,0%,-0.2,-13%,-3%,-5%
Cc1ccc2cc(CN(CC3CCCO3)C(=O)NC3CCCCC3)c(=O)[nH]c2c1C (stereo not given),0%,/,7%,3%,-0.4,1%,-8%,-1%
CCOc1ccc(NC(=O)N2CCCC2C(=O)NCC2CCCO2)cc1 (stereo not given),-10%,0,10%,-4%,-0.5,0%,-16%,1%
CC1Cc2cc(/C(O)=C3/C(=O)C(=O)N(CCN4CCOCC4)C3c3ccc([N+](=O)[O-])cc3)ccc2O1 (stereo not given),-4%,-1,-3%,-2%,0.8,-6%,-1%,-4%
CC(C)(C)NC(=O)c1ccccc1-c1nc2ccccc2s1,6%,3,-7%,0%,-2.9,-12%,-17%,-1%
C[C@H](CCC(=O)O)[C@H]1CC[C@H]2[C@@H]3CC[C@@H]4C[C@H](O)CC[C@]4(C)[C@H]3C[C@H](O)[C@]12C,-17%&12%&-6%,30&30&8,1%&8%&4%,/,-0.8&1.5&0.1,-3%&-5%&-12%,-1%&0%&-9%,-18%&-5%&-10%
COC(=O)C(C)n1cnc2c(nnn2Cc2ccc(Cl)cc2)c1=O (stereo not given),6%,-2,-5%,0%,0.6,-1%,-3%,10%

# Some of these compounds in order of heavy-atom count, largest number first:
SMILES,EPAC1 antagonist,PI5P4Ka inh,WRN helicase inh,MmCpn inh,CCT chaperon mod,EPAC2 antagonist,PLK1 PBD block,EPAC1 agonist
Cc1ccc2cc(CN(CC3CCCO3)C(=O)NC3CCCCC3)c(=O)[nH]c2c1C (stereo not given),0%,/,7%,3%,-0.4,1%,-8%,-1%
C[C@H](CCC(=O)O)[C@H]1CC[C@H]2[C@@H]3CC[C@@H]4C[C@H](O)CC[C@]4(C)[C@H]3C[C@H](O)[C@]12C,-17%&12%&-6%,30&30&8,1%&8%&4%,/,-0.8&1.5&0.1,-3%&-5%&-12%,-1%&0%&-9%,-18%&-5%&-10%
c1ccc(-c2cc(-c3cc(-c4ccccc4)on3)no2)cc1,-6%,-9,6%,/,-2.9,-3%,-6%,1%

# (further entries)
SMILES,EPAC1 antagonist,PI5P4Ka inh,WRN helicase inh,MmCpn inh,CCT chaperon mod,EPAC2 antagonist,PLK1 PBD block,EPAC1 agonist
O=C(CCc1ccccc1)N1CCN(C(=O)CCc2ccccc2)CC1,19%,0,0%,/,0.5,6%,3%,-3%
COc1ccc(-c2sc3cc(OC)c(OC)cc3c2C#CCCO)cc1,-23%,12,-9%,-8%,-2.0,0%,-1%,9%
CCO/C=C1\C(=O)N(c2ccc(OCC)cc2)C(=O)c2ccccc21,-4%,1,-2%,-1%,-1.9,10%,13µM*,8%
O=C(c1ccco1)N1CCN(C(=O)c2ccccc2NS(=O)(=O)c2ccc(F)cc2)CC1,9%,-2,13%,-1%,-2.2,2%,-13%,6%
Cc1cnc(CNC(=O)c2ccc3oc(Cc4ccc(Cl)cc4)nc3c2)cn1,-10%,1,1%,-1%,0.2,-4%,-7%,3%
CCOc1ccc(CN(CC)C(=O)c2ccc3c(c2)[nH]c(=O)c(=O)n3CC)cc1OC,7%,4,?,0%,-2.7,-2%,2%,-4%
COCCNc1c(-c2cc3ccc(C)c(C)c3[nH]c2=O)nc2ccccn12,-5%,-21,-7%,-3%,0.6,-4%,-4%,4%
COc1cccc2c1OCC([C@@H]1C[C@H]3CN(Cc4cccc(Cl)c4)C(=O)[C@]34CCCN14)=C2,-12%,-1,-2%,-5%,-0.4,4%,-4%,-2%
O=C(Cn1c(=O)n(-c2cccc(Cl)c2)c(=O)n1CC(=O)N1CCCCC1)N1CCCCC1,15%,6,-14%,-3%,-2.8,8%,-5%,7%
CC(C)CCN1CCN(Cc2cccc3nonc23)CC1CCO (stereo not given),5%,3,-7%,2%,0.4,4%,-5%,8%
O=C1c2ccccc2C(=O)N1CCCc1nc(-c2ccccn2)no1,14%,-7,10%,-2%,1.5,6%,30µM*,2%
COc1ccc(C(=O)COc2ccc3c(C)cc(=O)oc3c2)cc1,-12%,3,-6%,-2%,-1.5,-3%,-9%,13%
Cc1cc(S(=O)(=O)N2CCCC(C(=O)Nc3ccc(C(=O)O)cc3)C2)ccc1Cl (stereo not given),-8%,0,5%,-3%,0.7,10%,-14%,-6%
O=C(NNC(=O)c1cc(OCC(F)(F)F)ccc1OCC(F)(F)F)c1ccc(Cl)c(Cl)c1,0%,1,1%,-1%,0.4,3%,0%,-19%
CCOC(=O)[C@@H]1[C@H]2COc3ccc(Br)cc3[C@@H]2N2C(=O)N(c3cccc(F)c3)C(=O)[C@]12C,2%,-3,-2%,/,-1.1,3%,0%,-16%
COc1cccc(NC(=O)c2cccc(NC(=O)c3ccco3)c2)c1,2%,3,27%,/,2.5,1%,3%,-1%
CCOC(=O)c1ccccc1NC(=O)c1ccc2nc[nH]c2c1,2%,1,3%,1%,0.8,?,-5%,9%
